Compound activity (PubChem BioAssay)
PMI inhibitors: inhibitors of human PMI, primary screen, biochemical, fluorescence intensity, coupled assay (AID 1209) | Mannose-6-phosphate isomerase (Homo sapiens) | purified PMI enzyme, coupled fluorescence intensity; higher % means a stronger effect | inhibition, % at 20 µM, or IC50 in µM where a hit was titrated | 0.42% of 190,000 active;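 further: plate controls were DMSO vehicle for no effect and wells lacking substrate for full effect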
XIAP antagonists: XIAP antagonists, biochemical, IAP family, fluorescence polarization (AID 1018) | E3 ubiquitin-protein ligase XIAP (Homo sapiens) | XIAP BIR domain, fluorescence polarization peptide displacement; higher % means a stronger effect | displacement, % at 20 µM; hits with a dose series show IC50 in µM | 0.007% of 200,000 active; in the data active means displacement above about 50%; further: a part of the inactive calls stands beside numbers as strong as those of hits
TNAP activation fold: human TNAP enzyme activators, primary screen, biochemical, luminescent, no phosphate acceptor, uHTS (AID 1001); Alkaline phosphatase, tissue-nonspecific isozyme (Homo sapiens); purified TNAP, luminescent activation assay, no phosphate acceptor; higher activation fold means a stronger effect; activation fold at 20 µM; hits with a dose series show EC50 in µM; 0.03% of 200,000 active; in the data active means activation fold from about 3, or a potency from the dose series; inactive means the rest, 99 in 100 with activation fold below about 1.6; further: many of its hits are not listed in these tables
KOR beta-arrestin-1: KOR agonists, beta-arrestin recruitment, primary screen, cell-based, luminescence, uHTS (AID 1777). Kappa-type opioid receptor (Homo sapiens). activation, % at 10 µM; hits with a dose series show EC50 in µM. 0.02% of 280,000 active. KOR beta-arrestin recruitment, luminescence; higher % means a stronger effect; in the data active means activation above about 50%, passing the limit was not always enough; further: a part of the inactive calls stands beside numbers as strong as those of hits
NOD1 inhibition: NOD1 signaling inhibitors, primary screen, cell-based, luminescence, uHTS (AID 1578). NOD1-driven NF-kB luciferase reporter cells, luminescence; higher % means a stronger effect. one-dose inhibition, % at 4 µM; EC50 in µM for titrated hits. 1% of 290,000 active; in the data active means inhibition mostly above about 36%, no sharp cut-off; inactive means mostly below about 34%;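 further: HEK-293T reporter cells stimulated with the NOD1 agonist gamma-tri-DAP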
PMI inhibition: human PMI inhibitors, high substrate, primary screen, biochemical, fluorescence intensity, high mannose 6-phosphate (AID 1220) | Mannose-6-phosphate isomerase (Homo sapiens) | recombinant PMI enzyme, coupled fluorescence intensity; higher % means a stronger effect | inhibition, % at 20 µM, or IC50 in µM where a hit was titrated | 0.66% of 190,000 active
KOR beta-arrestin-2: KOR antagonists, beta-arrestin recruitment, cell-based, luminescence, uHTS (AID 1778) | KOR beta-arrestin recruitment, luminescence, antagonist mode; higher % means a stronger effect | inhibition, % at 10 µM, or IC50 in µM where a hit was titrated | 0.091% of 290,000 active; further: strong numbers were not always called active
LYP phosphatase: inhibitors of LYP phosphatase, biochemical, fluorescence intensity, uHTS (AID 1779) | Tyrosine-protein phosphatase non-receptor type 22 (Homo sapiens) | recombinant LYP phosphatase, fluorescence intensity; higher % means a stronger effect | 0.054% of 290,000 active | one-dose inhibition, % at 11.5 µM; IC50 in µM for titrated hits;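 further: plate controls were vehicle with enzyme for no effect and no enzyme for full effect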
NOD2 inhibition: NOD2 signaling inhibitors, cell-based, luminescence, uHTS, HEK293 (AID 1566). HEK293 NOD2/NF-kB luciferase reporter, luminescence; higher % means a stronger effect. inhibition, % at 4 µM, or EC50 in µM where a hit was titrated. 0.63% of 290,000 active; further: many of its hits are not listed in these tables
Starred values were filed as active, the others as inactive; . = not tested or not shown; [ ] = dose if it differs, or a comment. Unless noted, no stated cut-off is given here; in the data, active means inhibition above about 50%; inactive means the rest.

Value order – NOD2 inhibition | NOD1 inhibition | TNAP activation fold | LYP phosphatase | PMI inhibitors | KOR beta-arrestin-1 | PMI inhibition | XIAP antagonists | KOR beta-arrestin-2
CC1(C)CC(=O)C(C=NCCN2CCN(C(=O)c3ccc(F)cc3)CC2)=C(O)C1
 : 1% | -40% | 1.1 | 0% | -4% | -3.8% | -6% | 2.7% | -13%
CN1C(=O)/C(=C\c2ccc(OC(=O)c3ccco3)cc2)SC1=S
 : 1% | -41% | . | -8% | . | -1.7% | . | . | -38%
COc1ccc(NC(=O)C2CCCN2C(=O)NCc2ccccc2)c(OC)c1 (configuration not stated)
 : -12% | 6% | 1.1 | -8% | -2% | -0.8% | -1% | -3.0% | 24%
CN(CCNC(=O)c1ccc(CS(=O)(=O)c2c(Cl)cccc2Cl)o1)CCc1ccccc1
 : 21% | -2% | . | -12% | . | -0.3% | . | . | -41%
COC(=O)c1cc(NC(=O)CSc2nnc(CN3CCOCC3)n2C)ccc1Cl
 : 2% | -24% | 1.1 | -6% | 3% | 3.5% | -1% | 0.0% | 10%
COC(=O)c1cc2ccsc2n1Cc1cc(=O)n2ccccc2n1
 : -19% | 38% | 1.1 | -2% | 3% | 0.5% | 4% | -6.1% | 9%
CC(C)Sc1nc2c(c(=O)[nH]1)C(c1cccs1)C1=C(CC(C)(C)CC1=O)N2 (configuration not stated)
 : 3% | -15% | 0.9 | 2% | -5% | 0.0% | -8% | -8.4% | 4%
O=C(Nc1ccccc1F)c1ccc(-c2cccc([N+](=O)[O-])c2)o1
 : 7% | -4% | . | -5% | . | -2.4% | . | . | 11%
CCOC(=O)c1ccc(NC(=O)CSc2nc(SC)ns2)cc1
 : -24% | -12% | 1.1 | -7% | 18% | 7.0% | 9% | -4.6% | 24%
COc1ccc(S(=O)(=O)NC(CC(=O)NCCc2ccc(OC)c(OC)c2)c2ccco2)cc1 (configuration not stated)
 : 26% | -20% | 1.1 | 1% | 7% | -0.1% | 3% | -0.1% | 2%
Fc1ccc2nc(Nc3nc4c(s3)CCCC4)sc2c1
 : -58% | -6% | 1.3 | -2% | 2% | -0.5% | 2% | -3.0% | -12%
CCn1c(-c2ccccc2O)n[nH]c1=S
 : 2% | 10% | 0.8 | -4% | 10% | -6.4% | 14% | -1.2% | -28%
O=C(O)CCn1cc(C2CC(c3ccccc3)=NN2c2ccccc2)c(-c2ccccc2)n1 (configuration not stated)
 : -24% | -41% | 1.2 | -15% | -6% | 5.1% | 17% | -7.9% | -50%
Cc1[nH]nc2nc(SCC(=O)NC3CCCCC3)n(-c3ccc(Br)cc3)c(=N)c12
 : 3% | -8% | . | -6% | . | 2.4% | . | . | 6%
Cc1ccc2c(CN3CCC(C)CC3)cc(=O)oc2c1C
 : -33% | -12% | . | 0% | . | -5.2% | . | . | 4%
Nc1nc2ccc(C(=O)NCCOC(=O)C3CCCCC3)cc2s1
 : 2% | -30% | 1.1 | -6% | 1% | -4.9% | -4% | -3.3% | -34%[20 µM]
O=C(NC1CCCCC1)C(c1ccccc1F)N(Cc1ccco1)C(=O)Cn1nnc2ccccc21 (configuration not stated)
 : -9% | 27% | 1.1 | -4% | 15% | -1.5% | 13% | -4.6% | 31%
COc1ccc(OC)c(N/C(C)=C/C(=O)c2ccccc2)c1
 : -59% | -61% | 1.1 | -7% | 11% | 3.2% | 16% | -9.5% | 11%
Cc1c(C(=O)N(Cc2ccc(N(C)C)cc2)CC2CCCO2)oc2ccccc12 (configuration not stated)
 : -1% | 11% | . | 1% | . | 16% | . | . | -15%
Cc1cccc(NC(=O)NC(=O)c2ccccc2)n1
 : -19% | -39% | 1.1 | -12% | 4% | -1.6% | -1% | -4.7% | 11%
COc1ccc(NC(=S)N2CCN(S(C)(=O)=O)CC2)cc1OC
 : 4% | -9% | . | -5% | . | 1.3% | . | . | -23%
Cc1ccsc1C(=O)N1CCN(c2ccccn2)CC1
 : 12% | -20% | . | -14% | . | -2.2% | . | . | -21%[20 µM]
CCOC(=O)C(C)Sc1nc2c(c(-c3cccs3)c1C#N)CCC2 (configuration not stated)
 : 12% | 5% | 1.1 | 4% | 2% | -2.1% | 11% | -2.5% | 16%
COc1ccc(N2CCN(C(=O)CNC(=O)c3cccs3)CC2)cc1
 : 0% | -30% | . | -8% | . | 2.7% | . | . | -9%
CCC(=O)N1c2ccc(S(=O)(=O)NCCc3ccc(C)cc3)cc2CC1C (configuration not stated)
 : 34% | 3% | . | -3% | . | -5.0% | . | . | 14%
C/C(=N\NC(=O)c1ccco1)c1cccc2ccccc12
 : -32% | -10% | . | -4% | . | 1.3% | . | . | -12%
Cc1sc2nc(SCC(=O)N3CCOCC3)[nH]c(=O)c2c1C
 : 1% | 23% | 1.1 | 0% | 10% | -3.8% | 6% | 2.0% | -5%
Cc1cc2ncn(-c3nnnn3-c3ccccc3)c2cc1C
 : -10% | -12% | 1 | 2% | -2% | -7.4% | 0% | -4.1% | 19%
CCCSc1nc2c(=O)[nH][nH]c(=O)c2n1Cc1ccccc1
 : 4% | -22% | 1 | -4% | -9% | -2.2% | -9% | -0.7% | 0%
Cc1cc(Cl)ccc1OCCCC(=O)NCc1ccncc1
 : 4% | 24% | 1 | -3% | 2% | -2.1% | 3% | 1.4% | -15%

Four compounds already listed, sorted by count of non-hydrogen atoms, smallest number first:
Value order – NOD2 inhibition | NOD1 inhibition | TNAP activation fold | LYP phosphatase | PMI inhibitors | KOR beta-arrestin-1 | PMI inhibition | XIAP antagonists | KOR beta-arrestin-2
Cc1cccc(NC(=O)NC(=O)c2ccccc2)n1
 : -19% | -39% | 1.1 | -12% | 4% | -1.6% | -1% | -4.7% | 11%
CCCSc1nc2c(=O)[nH][nH]c(=O)c2n1Cc1ccccc1
 : 4% | -22% | 1 | -4% | -9% | -2.2% | -9% | -0.7% | 0%
COC(=O)c1cc2ccsc2n1Cc1cc(=O)n2ccccc2n1
 : -19% | 38% | 1.1 | -2% | 3% | 0.5% | 4% | -6.1% | 9%
COc1ccc(NC(=O)C2CCCN2C(=O)NCc2ccccc2)c(OC)c1 (configuration not stated)
 : -12% | 6% | 1.1 | -8% | -2% | -0.8% | -1% | -3.0% | 24%

(more compounds)
Value order – NOD2 inhibition | NOD1 inhibition | TNAP activation fold | LYP phosphatase | PMI inhibitors | KOR beta-arrestin-1 | PMI inhibition | XIAP antagonists | KOR beta-arrestin-2
O=C(O)COc1c(Cl)cc(/C=C2/NC(=O)NC2=O)cc1Br
 : 9% | -10% | 1 | -4% | -8% | -1.1% | 2% | -6.6% | -22%
CCOc1cc(/C=C2\C(=O)ON=C2c2ccccc2)cc(Br)c1O
 : -86% | 40%* | . | -2% | . | -3.7% | . | . | 17%
O=C1/C(=C/c2cccnc2)N=C2CCCCCN12
 : -10% | -35% | 1 | 3% | -9% | 1.5% | -5% | -9.8% | -19%
CCC(C)NC(=O)C(=O)NC1CCCC1 (configuration not stated)
 : 18% | -16% | 1.1 | -6% | 4% | -4.1% | -6% | . | 39%
Cc1cc(N2C(=O)C3C4CC(c5ccccc5)C(C4)C3C2=O)no1 (configuration not stated)
 : 23% | -18% | 1.1 | -8% | 2% | -5.2% | 2% | -3.7% | -30%[20 µM]
Cc1nc(N2CCOCC2)[nH]c(=O)c1C(O)C(Cl)(Cl)Cl (configuration not stated)
 : 11% | 0% | . | -4% | . | -1.8% | . | . | 36%
Cn1nnc(NC(=O)c2cccc(OCc3ccccc3)c2)n1
 : 5% | -27% | 1.1 | 1% | 6% | -1.8% | 3% | -2.1% | 16%
COc1ccccc1N1CCN(C(=O)C2CCN(S(=O)(=O)c3ccc(Cl)cc3)CC2)CC1
 : 8% | -19% | 1.1 | -4% | 15% | -3.9% | 14% | -0.9% | 26%
O=C1C2CC=CCC2C(=O)N1c1nc2n(n1)C(c1ccccc1)CC(c1ccccc1)N2 (configuration not stated)
 : -5% | 8% | 1.1 | -6% | -3% | -2.1% | -1% | -5.7% | 30%
CCOC(=O)c1nn(-c2ccc(OCC)cc2)c(C)c1C(C)=O
 : 10% | -27% | 1.1 | -5% | 0% | -2.9% | 6% | 1.4% | 7%
Cn1c(=O)c2ncn(CC(=O)Nc3nc(-c4ccc(Cl)cc4)cs3)c2n(C)c1=O
 : 19% | -26% | 1 | -6% | -12% | . | -7% | -2.6% | .
COCCNC(=O)C12CC3CC(CC(Cl)(C3)C1)C2
 : 6% | -7% | . | -6% | . | -1.3% | . | . | 9%
O=S(=O)(c1ccc(Cl)nc1)N1CCN(c2ncccn2)CC1
 : -20% | 6% | . | -6% | . | 9.1% | . | . | -5%
Cc1ccc(NC(=O)COc2ccc(/C(N)=N/O)cc2)cc1C
 : 21% | 7% | 1.1 | -10% | 9% | -1.4% | 16% | -5.9% | 13%
CCCC/C(O)=C1\C(=O)CC(C)(C)CC1=Nc1ccc(OC)cc1
 : 11% | -7% | 1 | -2% | -6% | 2.6% | 4% | -1.5% | -8%
CSC(=NC#N)N1CCN(C(c2ccccc2)c2ccccc2)CC1
 : -19% | -13% | . | 2% | . | 3.3% | . | . | 2%
Cn1c(CCC(=O)OCC(=O)Nc2ccc(Oc3ccccc3)cc2)nc(=O)c2ccccc21
 : 3% | -43% | 1.1 | 0% | -4% | 0.2% | -2% | -0.9% | 20%
Cc1ccc(-n2nc3c(=O)n(CCCC(=O)NCc4ccc(Cl)cc4)nc(C)c3c2C)cc1
 : 25% | -16% | . | -6% | . | 4.7% | . | . | -81%
Clc1ccc2nnc(Cl)n2n1
 : 11% | -22% | 1.1 | -3% | -5% | -1.4% | 0% | 4.0% | 24%
COc1ccc(-c2sc3ccc(N4CCOCC4)cc3c2-c2ccc(OC)c(F)c2)cc1
 : 12% | 4% | . | -3% | . | -2.4% | . | . | -44%[20 µM]
CCCOc1ccccc1C(=O)N(Cc1cccc(Br)c1)C1CCS(=O)(=O)C1 (configuration not stated)
 : 3% | -6% | . | -2% | . | -5.0% | . | . | 27%
Cn1ncc(Br)c1C(=O)Nc1c(F)c(F)cc(F)c1F
 : -45% | 10% | 1.1 | 0% | -9% | -6.6% | -8% | -3.3% | -27%
CCc1ccc2c(c1)C(=O)c1ccccc1C2=O
 : -52% | -81% | 1.1 | -1% | -14% | 1.3% | -3% | -5.5% | -45%
COC(=O)c1ccccc1NC(=O)CSc1nc(NC(=O)c2ccccc2)c2c(C)c(C)oc2n1
 : -4% | -2% | 1 | -1% | 9% | 3.0% | 0% | -15% | 13%
Cc1c(CCC(=O)NCCC(=O)O)c(=O)oc2c(C)c3oc4c(c3cc12)CCCC4
 : 13% | 8% | . | -2% | . | -3.3% | . | . | 21%
CCC(c1nnnn1Cc1ccccc1)N(Cc1cc2cc(OC)ccc2[nH]c1=O)CC1CCCO1 (configuration not stated)
 : 8% | -4% | 1.1 | 4% | 15% | 4.9% | 8% | -2.9% | 9%
CCOc1ccc(CNC(=O)CCCC(=O)n2ncc3cc(C)ccc32)cc1
 : -12% | -10% | . | -2% | . | . | . | . | -14%[20 µM]
O=C(Nc1nccs1)NC(C(F)(F)F)C(F)(F)F
 : 14% | -23% | 1.1 | -8% | -8% | 4.8% | -8% | -3.6% | -45%
COc1cccc(/C=N/NC(=O)Cn2ccnc2C)c1
 : 6% | -6% | 1.1 | 0% | 15% | -1.8% | 1% | -4.0% | 0%

Only part of the results is shown; rates above refer to the full screens.
